# ALOX12 inh – Primary qHTS assay for inhibitors of human arachidonate 12S-lipoxygenase (ALOX12): Round 2; Polyunsaturated fatty acid lipoxygenase ALOX12 (Homo sapiens), P18054; purified 12hLO, xylenol orange hydroperoxide absorbance; Potency, µM (series often up to 108 µM), for the others: at the top dose activity change, negative = inhibition, most hits filed as inhibitors; 580,000 compounds, 1.1% hits; AID 1671190, 2021; also: potency is read from the fitted curve at half-maximal effect; % is scaled to controls: 0 for no effect and ±100 for the full control effect
# Target sequence (P18054 whole entry, looked up): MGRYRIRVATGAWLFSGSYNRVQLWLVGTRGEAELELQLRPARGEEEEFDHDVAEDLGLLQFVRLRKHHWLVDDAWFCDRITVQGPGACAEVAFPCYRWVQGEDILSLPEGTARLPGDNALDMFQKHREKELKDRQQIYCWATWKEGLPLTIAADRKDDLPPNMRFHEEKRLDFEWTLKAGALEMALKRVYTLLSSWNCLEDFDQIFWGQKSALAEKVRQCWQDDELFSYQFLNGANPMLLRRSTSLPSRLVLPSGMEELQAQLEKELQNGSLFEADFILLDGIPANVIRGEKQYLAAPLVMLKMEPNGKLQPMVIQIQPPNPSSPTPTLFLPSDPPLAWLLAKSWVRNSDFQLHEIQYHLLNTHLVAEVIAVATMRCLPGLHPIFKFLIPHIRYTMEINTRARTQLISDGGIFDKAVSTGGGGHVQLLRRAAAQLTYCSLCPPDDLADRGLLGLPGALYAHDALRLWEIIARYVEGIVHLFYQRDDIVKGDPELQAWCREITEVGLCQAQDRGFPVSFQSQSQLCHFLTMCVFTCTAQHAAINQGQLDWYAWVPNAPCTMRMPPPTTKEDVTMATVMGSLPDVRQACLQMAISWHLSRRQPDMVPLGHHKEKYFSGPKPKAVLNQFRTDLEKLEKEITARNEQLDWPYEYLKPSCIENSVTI
#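 Purified human 12hLO (150 nM final) in 25 mM Hepes, 0.01% Triton X-100, pH 7.0 was preincubated 15 min at room temperature with compound. Then 40 uM arachidonic acid was added, 30 min. Hydroperoxide was read by Fe-XO absorbance ratio 573/405 nm.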
# RGS4 inh – Inhibitors of Regulator of G Protein Signaling (RGS) 4: qHTS | Transcreener GDP fluorescence polarization, RGS4-accelerated GTP hydrolysis | Potency, µM (highest dose often 114 µM), for the others: top-dose activity change, negative = inhibition, usual class: inhibitors | 390,000 compounds, 0.039% hits | Regulator of G-protein signaling 4 (Homo sapiens), P49798 | AID 504845, 2011; also: potency is read from the fitted curve at half-maximal effect; % is scaled to controls: 0 for no effect and ±100 for the full control effect; nearly all actives have a fitted effect of over 75% in size; some results filed as inactive show a strong effect at the top dose
#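 MLSMR compounds (23 nl, pin-transferred) preincubated 10 min at room temperature with a 500nM (2x) first reagent, then RGS4 at 900nM (2x) plus Transcreener GDP mix added; fluorescence polarization (620/688 nm) read before and after 90 min at 30 °C.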
# HP1b binding inh – HTS for Inhibitors of HP1-beta Chromodomain Interactions with Methylated Histone Tails | AlphaScreen HP1-beta / biotin-H3K9me3 peptide binding | 390,000 compounds, 0.56% hits | Potency, µM (top dose mostly 114 µM), inactives show at the top dose activity change, negative = inhibition, actives largely listed as inhibitors | AID 540317, 2011; also: potency is read from the fitted curve at half-maximal effect; nearly all actives have a fitted effect of over 70% in size; inactives centre near 23
#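 Compound inhibition of the preformed complex between 50 nM HP1-beta and 50 nM biotinylated H3K9me3 peptide was read by AlphaScreen. Buffer was PBS pH 7.4 with 0.01% Tween-20. Incubations ran 30 min at room temperature, with 10 ug/mL donor/acceptor beads.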
# ERG-DNA inh – qHTS for Small Molecule Inhibitors of the ERG Ets/DNA interaction | Transcriptional regulator ERG (Homo sapiens), P11308 | fluorescence polarization, His-ERG Ets domain / labelled DNA | Potency, µM (titrated, usually from 76.9 µM), for the others: top-dose FP activity, negative = inhibition, most hits filed as inhibitors | 370,000 compounds, 0.028% hits | AID 624246, 2012; active = well fitted inhibition curve with a large enough effect in the polarisation, with a control signal flat; inconclusive = small, poorly fitted or top-dose-only effect, or effect the other way, or a change in a side signal; inactive = no such curve, though single readings can be large or run the other way; the % refers to the polarisation;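 also: polarization taken with two DNA probes labelled with fluorescein and Texas red; potency is read from the fitted curve at half-maximal effect; % of control where 0% means no effect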
#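 His-tagged ERG Ets domain (1 uM in the protein solution; 300mM KCl, 50mM Tris-HCl, 1mM EDTA, 1mM DTT, pH 7.5) received compound, then a probe mix of 5 nM fluorescein-DNA and 100nM Texas-615-DNA. Fluorescence polarization was read for both dyes.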
# JMJD2A Tudor inh – qHTS Assay for Inhibitors of JMJD2A-Tudor Domain. AlphaScreen JMJD2A-Tudor / H3K4me3 peptide binding. 390,000 compounds, 4.4% hits. Potency, µM (highest dose often 114 µM), for the others: top-dose activity change, negative = inhibition, most hits filed as inhibitors; also: potency is read from the fitted curve at half-maximal effect; % is scaled to controls: 0 for no effect and ±100 for the full control effect; nearly all actives have a fitted effect of over 50% in size
# PI4K2A inh – qHTS for small molecular inhibitors of PI4K2A | activity change, negative = inhibition, % at 76.9 µM | purified PI4K2A, ADP-Glo luminescence, 1 h; stronger effect = lower value | Phosphatidylinositol 4-kinase type 2-alpha (Homo sapiens), Q9BTU6 | 420,000 compounds, 0.13% hits; in the data active = activity change below about -50%; inconclusive = mostly about -30% to -49%;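 also: -100% = wells without enzyme as full effect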
#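 Compounds are screened against recombinant PI4K2A using PI as substrate and ATP, the latter dispensed at 300 microM. Reactions run one hour at ambient temperature before ADP-Glo detection; full inhibition defined by wells lacking enzyme.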
# GLS inhibitor – qHTS for Inhibitors of Glutaminase (GLS); GLS enzymatic activity, qHTS titration; Potency, µM (top dose mostly 45.5 µM), for the others: top-dose activity change, negative = inhibition, usual class: inhibitors; 410,000 compounds, 0.21% hits; also: potency is read from the fitted curve at half-maximal effect; % is scaled to controls: 0 for no effect and ±100 for the full control effect
#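 hKGA in 45 mM KH2PO4 (pH 8.2), 0.02% Tween-20 with compound, then 1mM L-Glutamine (stock as added) plus glutamate oxidase/HRP/Amplex red coupling mix. Fluorescence read initially and after 30 min at RT; signal change reflects glutamate formation.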
# BAZ2B inh – qHTS Assay for Inhibitors of BAZ2B; Bromodomain adjacent to zinc finger domain protein 2B (Homo sapiens), Q9UIF8; AlphaScreen BAZ2B-H3K14Ac peptide displacement; Potency, µM (doses to about 114 µM), inactives show at the top dose activity change, negative = inhibition, usual class: inhibitors; 360,000 compounds, 4.4% hits; AID 504333, 2011; also: potency is read from the fitted curve at half-maximal effect; % is scaled to controls: 0 for no effect and ±100 for the full control effect; nearly all actives have a fitted effect of over 60% in size
#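 Multi-concentration screen (max 110 uM) measuring displacement of acetylated histone H3 peptide from BAZ2B by AlphaScreen, using 50 nM protein, 50 nM peptide and 10 ug/mL streptavidin donor plus Ni-chelate acceptor beads.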
# G9a block – qHTS Assay for Inhibitors of Histone Lysine Methyltransferase G9a. G9a H3K9 monomethylation, AlphaScreen, 2 h. AID 504332, 2011. 350,000 compounds, 8.8% hits. Potency, µM (doses to about 102 µM), inactives show at the top dose activity, negative = inhibition, most hits filed as inhibitors. Histone-lysine N-methyltransferase EHMT2 (Homo sapiens), Q96KQ7; also: potency is read from the fitted curve at half-maximal effect; % is scaled to controls: 0 for no effect and ±100 for the full control effect; nearly all actives have a fitted effect of over 75% in size
# Target sequence (Q96KQ7 913-1193 limits assumed): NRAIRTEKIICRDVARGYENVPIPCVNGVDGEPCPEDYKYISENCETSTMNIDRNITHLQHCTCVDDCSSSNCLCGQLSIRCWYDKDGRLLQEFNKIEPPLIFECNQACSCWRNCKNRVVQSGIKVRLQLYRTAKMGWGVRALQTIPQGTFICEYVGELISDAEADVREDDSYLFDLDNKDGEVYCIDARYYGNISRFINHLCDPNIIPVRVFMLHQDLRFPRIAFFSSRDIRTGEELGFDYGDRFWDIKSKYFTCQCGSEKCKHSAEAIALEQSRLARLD
#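 Enzyme 20 nM + cpd, 15 min RT; add b-H3K9 pep 500 nM / SAM 20 uM; 2 h RT; anti-H3K9me1 Ab 0.5 ug/mL + SA donor / anti-rabbit acceptor beads 20 ug/mL each, 10 min; AlphaScreen read.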
# Numbers without * were called inactive; ? = inconclusive; . = not tested or not shown; & = joins results of further samples; [ ] = dose if it differs, or a comment. Unless noted, calls follow the shape of the dose curve; as a rule, active = well fitted curve in the direction sought with a large enough effect; inconclusive = small, poorly fitted or top-dose-only effect, or another doubt; inactive = no such curve, though single readings can be large; an effect the other way counts as inactive or inconclusive. An excerpt; count on the stated rates, not on these rows.
SMILES,ALOX12 inh,RGS4 inh,HP1b binding inh,ERG-DNA inh,JMJD2A Tudor inh,PI4K2A inh,GLS inhibitor,BAZ2B inh,G9a block
Cn1c(N)c(C(=O)c2cc(-c3ccccn3)nc3ccccc23)c(=O)[nH]c1=O,-14.9%,9.0%[11.4 µM],36.5%,-8.0%,3.1%[57.1 µM],-1.1,-11.6%,-10.2%,-1.9%
CCOc1ccc(S(=O)(=O)Nc2ccc3c(c2)OCO3)c2cccnc12,7.8%,-2.9%,1.0%,-4.0%,?,-8.1,27.9%,?,?
CCCCS(=O)(=O)c1oc(-c2cccs2)nc1S(=O)(=O)c1ccccc1,-16.3%,?,75.3%[activator],5.2%,-4.5%,24.3,-7.6%,-1.7%,?
O=C(/C=C/c1ccccc1[N+](=O)[O-])Nc1ccc(S(=O)(=O)Nc2ncccn2)cc1,-12.9%,-16.5%,22.4%,-5.6%,-5.9%,4.1,-11.7%,-13.1%,5.7%
O=C(NNC(=O)c1n[nH]c(=O)c2ccccc12)c1ccc(Br)cc1,6.9%,-38.0%,38.8%,-13.1%,-13.0%,-1.2,-4.7%,-4.0%,8.7%[12.7 µM]
CCN(CC(=O)Nc1ccccc1Br)Cc1nc2ccccc2c(=O)[nH]1,25.8%,-2.7%,21.7%,-2.0%,-15.2%,-24.7,0.5%,6.4%,6.5%
CC(C)(C)c1ccc(N2C(=O)CSC2c2cccnc2)cc1 (stereo not drawn),5.0%,-10.1%,13.4%,-2.8%,-7.9%,0.8,-5.4%,-18.5%,31.0%
CCOc1nc(Nc2ccc(OC)c(Cl)c2)nc(OCC)n1,0.0%[57.4 µM],-37.3%,25.4%,-3.5%,?,0.9,4.2%,2.2%,13.7%
O=C(O)CCN1C(=O)C2C3CC(C2C1=O)C1C(c2ccccc2)c2sc(=O)n(-c4ccccc4)c2SC31 (stereo not drawn),-4.2%,-50.5%,-11.1%,?,-7.9%,1.3,-9.7%,?,44.7µM*
CN1C(=O)C(=O)N(c2cccc(C(F)(F)F)c2)C1=O,40.7%,-9.2%,32.0%,1.5%,4.3%,0.3,-4.1%,.,.
CN1CCN(c2cc(=O)n(C3CCCCC3)c(=O)[nH]2)CC1,16.1%,-24.3%,26.9%,7.7%,-15.5%,-1.4,9.4%,7.5%,35.5µM*
CC(C)CCNC(=O)CSc1c2c(nc3ccc(Cl)cc13)CCCC2,-10.4%,-0.8%,11.9%,-1.8%,-14.7%,-9.2,-4.5%,.,8.3%[59 µM]
CC(=O)c1cc(C#N)c(SCc2ccc([N+](=O)[O-])cc2)nc1C,30.4%[activator],-17.8%,27.3%,0.6%,-16.6%,-1.5,0.7%,-15.0%,25.6%
O=S(=O)(c1cccc2ccccc12)n1nnc2ccccc21,0.0%,30.6%,63.4%[activator],0.5%,-23.6%,-8.4,4.9%,?,?
Cn1ccnc1SCC(=O)Nc1ccc(F)c([N+](=O)[O-])c1,-12.6%,2.6%,30.5%,-4.8%,-20.3%,-2.6,1.5%,-2.8%,-41.5%
O=C(O)/C=C/C(O)c1ccc(Cl)cc1 (stereo not drawn),?,-19.5%[56.9 µM],-0.6%,5.7%,-13.8%,1.0&-4.4,-14.1%&8.7%,1.0%,-4.1%[59 µM]
Cc1cc(F)ccc1NC(=O)CS(=O)(=O)c1cccc2nsnc12,1.7%,13.7%,37.0%,0.6%,-24.7%,-1.3,3.2%,3.7%,9.3%[59 µM]
O=C(Nc1cccc(C(=O)N2CCOCC2)c1)c1cccnc1,9.5%,-6.9%,13.4%,0.5%,-22.7%,-6.8,0.0%,-5.1%,-37.5%
Cc1cc2c(cc1C)NC(=O)CC(c1ccccc1)=N2,-12.5%,-7.7%,28.7%,-3.6%,-5.6%,-1.8,-1.0%,.,.
CC1(NC(=S)Nc2ccccc2)CCS(=O)(=O)C1 (stereo not drawn),46.7%[activator],6.6%,7.5%,1.4%,-3.6%,-0.7,7.7%,-10.8%,.
CN(C)S(=O)(=O)c1c(Cl)cccc1Cl,5.5%,1.4%,18.1%,11.2%,-11.9%,4.5,1.7%,-4.6%,0.3%
CCOc1ccc(/C(O)=C2/C(=O)C(=O)N(c3ncccn3)C2c2ccc(Cl)cc2)cc1 (stereo not drawn),0.0%,-0.4%,18.6%,-2.7%,-19.7%,5.8,22.7%,?,50.1µM*
Cc1ccsc1/C=N/NC(=O)Cn1nc(C)c([N+](=O)[O-])c1C,?,-31.0%,22.1%,1.7%,-2.1%,2.3,-8.7%,-11.2%,.
CC1CCCN(CCCOc2ccc([N+](=O)[O-])cc2)C1 (stereo not drawn),-16.5%,-29.4%,-24.7%,-5.1%,22.4µM*,0.3,-3.0%,?,8.91µM*

# Two entries from above, with each value named.
O=S(=O)(c1cccc2ccccc12)n1nnc2ccccc21
  ALOX12 inh: 0.0%; RGS4 inh: 30.6%; HP1b binding inh: 63.4%[activator]; ERG-DNA inh: 0.5%; JMJD2A Tudor inh: -23.6%; PI4K2A inh: -8.4; GLS inhibitor: 4.9%; BAZ2B inh: ?; G9a block: ?
Cn1ccnc1SCC(=O)Nc1ccc(F)c([N+](=O)[O-])c1
  ALOX12 inh: -12.6%; RGS4 inh: 2.6%; HP1b binding inh: 30.5%; ERG-DNA inh: -4.8%; JMJD2A Tudor inh: -20.3%; PI4K2A inh: -2.6; GLS inhibitor: 1.5%; BAZ2B inh: -2.8%; G9a block: -41.5%

# Additional compounds
SMILES,ALOX12 inh,RGS4 inh,HP1b binding inh,ERG-DNA inh,JMJD2A Tudor inh,PI4K2A inh,GLS inhibitor,BAZ2B inh,G9a block
C/C(=N/NC(=O)c1cc2ccccc2cc1O)C1C(=O)c2ccccc2C1=O,?,-47.4%[56.9 µM],22.4µM*,3.3%,15.8µM*,1.1,?,?,39.8µM*
Cc1ccc(/C=N/n2cc(-c3ccccc3)[nH]c2=S)s1,-30.6%,-24.0%,31.2%,-22.2%,?,2.0,?,-25.6%,?
CCCCNC(=O)c1onc(CSc2cc(C)ccc2C)c1C(=O)O,-19.2%,-9.5%,48.3%[activator],-11.7%,-3.5%,2.5,48.6%[activator],-4.7%,20.2%[59 µM]
CCOCCCNCc1cc(Cl)cc(Cl)c1OCC,-13.7%,13.1%,44.4%[activator],-1.5%,8.2%,0.5,-6.5%,-14.2%,-47.7%
Cc1onc(-c2c(Cl)cccc2Cl)c1C(O)c1ccccc1 (stereo not drawn),7.1%,-16.2%,28.3%,-3.0%,3.7%,2.6,7.2%,2.6%,5.7%
Cc1ccc(OC(=O)c2ccc3c(=O)n4c(nc3c2)CCC4)cc1,-18.1%,5.9%,18.6%,-18.5%,-26.2%,-6.2,-1.2%,?,-7.9%
Cc1cc2oc(C(=O)N(Cc3ccco3)C3CCS(=O)(=O)C3)cc(=O)c2cc1Cl (stereo not drawn),-0.7%,-19.7%,-2.1%,-6.4%,-20.1%,-4.0,0.8%,5.6%,?
CC(NC(=O)CN(C)S(=O)(=O)c1ccc2c(c1)c(=O)n(C)c(=O)n2C)c1ccccc1 (stereo not drawn),-0.5%&-14.5%,42.8%&3.3%,33.4%&13.6%,-3.5%&6.7%,1.6%&-12.8%,-3.6&-7.9,-0.4%&-1.5%,-2.0%&-17.3%,8.7%[59 µM]
COc1cc(C(C(=O)NC2CCCCC2)N(C(=O)c2snc(C(N)=O)c2N)c2ccc(C)cc2)ccc1O (stereo not drawn),-16.1%,-4.8%,12.7%,2.0%,3.0%,-1.4,-8.0%,-13.2%,12.2%
CSc1ncc(Cl)c(C(=O)Nc2ccc(S(=O)(=O)N3CCC(C)CC3)cc2)n1,-10.1%,-5.6%,34.6%,-0.5%,-17.0%,4.3,-8.8%,-20.8%,-22.7%[59 µM]
C=CCN(C(=O)c1csnn1)C(C(=O)NC1CCCCC1)c1ccc(C)cc1 (stereo not drawn),5.3%,-5.3%,14.1%,-4.4%,-7.9%,-1.9,0.1%,-2.7%,7.2%[59 µM]
O=C1/C(=C/c2cccnc2)SC(=S)N1c1ccccc1,1.6%,-4.3%,27.9%,-3.7%,-3.6%,-0.1,-3.0%,7.8%,?
Cc1ccc(N(CC(=O)NC(C)(C)C)C(=O)CNC(=O)c2cccs2)c(C)c1,19.6%,8.3%,6.5%,-2.4%,1.4%,-1.8,16.2%,-19.5%,12.6%
CCOC(=O)C(CO)(NC(C)=O)C(=O)OCC,70.2%[activator],-4.6%,21.2%,-9.6%,10.1%,-3.2,18.0%,-1.9%,2.6%[59 µM]
NC(=O)c1ccccc1[N+](=O)[O-],8.2%,-10.1%,50.8%[activator],2.6%,-4.8%,6.6,-13.2%,0.4%,1.1%[0.501 µM]
COc1cc(C)c2c(c1OC)C(=O)CC2,-12.6%,-41.4%,28.3%,.,-12.5%,-1.4,3.5%,.,.

# From PubChem BioAssay
